# PGC1a acetyl inh = inhibitors of PGC1a acetylation signal, primary screen, cell-based, U2OS, AlphaScreen, inhibitor mode; AlphaScreen anti-acetyl-lysine; with virally co-expressed GCN5 acetyltransferase; inhibition, % at 15.6 µM; hit rate 0.17% among 350,000; AID 651687, 2012;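 active = every replicate shows inhibition of at least 40%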;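 note: 0% = neutral control wells and 100% = positive control wells; some results beyond the cut were filed as inactive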
# PglD DTNB = C. jejuni PglD acetyltransferase inhibitors, primary screen, biochemical, DTNB colorimetric, single point; UDP-N-acetylbacillosamine N-acetyltransferase PglD (Campylobacter jejuni); purified PglD enzyme, DTNB colorimetric CoA detection; inhibition, % at 12.5 µM; hit rate 0.098% among 360,000; in the data active = inhibition above about 16%, passing the limit was not always enough; note: strong numbers were not always called active
# GSIS activator = GLuc luminescence reporter in INS-1E cells, primary screen for activators of glucose-dependent secretion of insulin; INS-1E GLuc reporter insulin secretion, 2-3 h; activation, % at 16.6 µM; hit rate 0.61% among 370,000;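 active = lowest replicate activation of at least 40%, so every replicate reaches that level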;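 note: 0% = median of neutral control wells and 100% = median of IBMX positive control wells; some compounds called inactive have numbers as strong as hits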
# miR-122 sensor = miR-122 Renilla sensor signal increase in Huh7, primary screen, miR-122 inhibitor project, cell-based, single point, plate reader | hit rate 0.3% among 340,000 | activation (reporter increase), % at 12.5 µM | Huh7 miR-122 Renilla luciferase sensor, 48 h; neutral wells = 0, positive control = 100;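 active = mean replicate activation score at least 90 and every replicate individually at or above 90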;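 note: higher luciferase means less miR-122 activity so hits act as miR-122 inhibitors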
# FN deposition inh = inhibitors of fibronectin matrix deposition, primary screen, AH1F cells, Alexa488-fibronectin fluorescence, plate reader; inhibition, % at 12.6 µM; hit rate 0.086% among 350,000; AID 743247, 2014; AH1F fibroblasts, overnight;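 active = mean inhibition across replicates of 30% or more, regardless of how many single replicates reach that level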;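 note: positive control wells lacked labelled fibronectin entirely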
#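 Material: AH1F fibroblasts assembling fluorescent fibronectin matrix; amount: 10000 AH1F cells/well; medium: DMEM, 2% serum; reagent: Alexa488-fibronectin, 24 nM final in well; dosing: single compound dose, delivered by pin transfer; incubation: 1 h adhesion, overnight exposure; detection: fluorescence after three HBSS washes, excitation 485 nm, emission 525 nm; measure: fibronectin deposition inhibition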
# Statin myotox sup = suppressors of statin myotoxicity in C2C12 myotubes, primary screen, cell-based, single point, plate reader; C2C12 myotubes + simvastatin, ATP luminescence, 48 h; scaled: DMSO 0, geranylgeraniol control 100; hit rate 0.78% among 330,000; rescue of ATP level, % at 7.49 µM;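 active = mean ATP rescue above about 67%, or every replicate alone reaching that limit, limit read from the data, passing the limit was not always enough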;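 note: myotubes were challenged with 10 µM simvastatin during compound exposure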
# F508del corr = F508del CFTR correction, initial screen, CFBE line, single point. hit rate 0.36% among 350,000. AID 720511, 2013. activity (quench increase), % at 7.58 µM. CFBE cells, YFP halide quenching; stimulated with forskolin plus potentiator P3; % fluorescence drop versus neutral controls;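 active = mean added fluorescence quench of at least 8% versus neutral control, with both replicates also reaching 8%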;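 note: cells transiently co-express mutant CFTR-F508del with the halide-sensitive YFP; corrector assay measuring rescue of mutant channel to the surface after 24 h compound exposure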
# Cneo AK release = Cryptococcus neoformans cell lysis inducers, primary screen, AK release luminescence, single concentration | hit rate 0.2% among 360,000 | lysis activity, % at 15 µM | AID 651654, 2012 | C. neoformans lysis, adenylate kinase release luminescence, 4 h; normalised: neutral wells 0, clomiphene wells 100;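 active = mean lysis activity across replicates of at least 80%, whatever share of replicates individually reach that level; inactive = mean lysis activity below 80%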
#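 Material – Cryptococcus neoformans yeast cells · Quantity – 5 × 10^6 yeast cells/mL · Buffer or medium – YPD medium · Compound – single dose · Timing – 4 h static compound exposure, 37 °C, read 1 h post-reagent · Signal – adenylate kinase release luminescence · Read-out basis – lysis from increased AK signal · Benchmarks – Clomiphene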
# Starred values were filed as active, the others as inactive; / = no result given; [ ] = dose if it differs, or a comment.
SMILES,PGC1a acetyl inh,PglD DTNB,GSIS activator,miR-122 sensor,FN deposition inh,Statin myotox sup,F508del corr,Cneo AK release
C[C@H]1CN([C@@H](C)CO)C(=O)c2cc(NC(=O)CCC(F)(F)F)ccc2O[C@@H]1CN(C)S(=O)(=O)c1cn(C)cn1,/,-0.3,16.2,10.6[16.7 µM],/,27.7,1.1,1.6
NS(=O)(=O)c1cccc(NC(=O)c2cc(=O)c3ccccc3o2)c1,/,3.3,5.5,/,12.3,-1.4,-0.1,-5.6
CC(C)CC#Cc1ccc2c(c1)O[C@H](CN(C)C(=O)Nc1ccccc1)[C@H](C)CN([C@H](C)CO)S2(=O)=O,-1.5,0.0,-0.7,2.1[16.7 µM],2.1,29.8,-1.7,2.5
COc1ccc(C(=O)NCCCOC(C)C)cc1OC1CCN(C(C)=O)CC1,-0.3,2.5,-0.4,-6.9,-4.9,-3.9,-0.5,1.0
C[C@H](NC(=O)c1ccc(Br)cc1)C(=O)NCc1ccc(S(N)(=O)=O)cc1,4.1,-7.3,-5.8,-3.3,11.0,-0.3,0.6,1.1
Cc1noc(C)c1NC(=O)Nc1ccc2c(c1)CC(=O)N([C@@H](C)CO)C[C@@H](C)[C@H](CN(C)C(=O)Nc1cccc3ccccc13)O2,-3.7,2.2,4.1,-2.9[16.7 µM],/,18.6,-1.0,-6.6
Cc1cc(C(=O)CN2C(=O)NC3(CCCc4ccccc43)C2=O)c(C)n1C (stereo unspecified),6.6,1.4,-2.5,-1.4,/,/,/,-9.5
CNC(=O)c1cc(C(=O)c2ccc(Cl)cc2)c(Br)[nH]1,-2.2,0.8,22.4,-4.6,3.8,-0.9,1.9,0.7
CN1CCN(S(=O)(=O)c2cccc(C(=O)N(c3ccccn3)C3CCCCC3)c2)CC1,9.7,3.4,/,-2.9,/,/,/,-0.2
O=C(COC(=O)c1nc(Cl)ccc1Cl)Nc1ccccc1OC(F)F,1.1,1.9,4.2,4.4,-2.2,-5.9,-2.1,4.8
CCCCn1c(N)c(N(CC(C)C)C(=O)c2ccc(C)o2)c(=O)[nH]c1=O,0.4,-2.1,20.5,-14.0,-0.9,-3.3,0.2,-10.6
Cc1cc(C)n(CCCNC(=O)c2ccc3c(c2)NC(=O)CS3)n1,13.1,4.1,/,0.3,/,-3.8,/,2.6
O=C(NCc1ccc(Cl)cc1)C(=O)c1cn(CC(=O)N2CCOCC2)c2ccccc12,-6.6,-1.2,-13.4,3.2,2.0,-2.9,0.2,0.2
Cc1cccc(NC(=O)COC(=O)C2COc3ccccc3O2)c1C (stereo unspecified),2.7,-6.5,8.0,-3.4,-3.8,0.2,1.3,-0.7
COc1cc(Br)cc2cc(C(=O)OC3CCN(C)CC3)c(=O)oc12,-36.7,2.2,/,7.4,/,0.2,/,-0.9
Cc1nc2ccccc2c(=O)n1N,-7.6,-4.1,/,-18.6,-3.9,21.2,/,0.6
CCCn1c(N)c(N(CCOC)C(=O)c2c(CC)noc2C)c(=O)[nH]c1=O,/,-9.1,9.1,-5.4,-4.8,-4.3,5.5,6.0
Cc1ccccc1Nc1nnc(SCC(=O)NCc2ccco2)s1,-1.0,2.0,/,-2.4,/,/,/,-0.1
CN(C)CC#Cc1ccc([C@@H]2[C@@H](CO)N3CCCCN(CC4CC4)C[C@H]23)cc1,0.3,-0.3,21.8,11.7[16.7 µM],/,/,0.7,0.6
COc1ccc(-c2cc(=O)c3c(OC)c(OC)c(OC)c(OC)c3o2)cc1OC,5.0,2.2,/,1.8,-7.3,-9.8,-5.1,0.4
Cc1ccc(OCCn2c(SCCO)nc3c(N)ncnc32)cc1,/,2.2,-8.5,/,-2.2,1.8,1.7,-0.4
Cn1cnnc1SC(C(=O)Nc1ccc(F)cc1)c1ccccc1 (stereo unspecified),/,0.0,-10.9,/,/,10.7,/,2.1
CC(=O)N1CCc2cc(S(=O)(=O)CCC(=O)Nc3ccccc3F)ccc21,1.1,-0.8,-4.9,1.0,-3.9,6.3,0.5,-3.6
CCOc1cc(/C=C2/C(=O)ON=C2C)ccc1OCc1ccc(F)cc1,-14.2,4.8,/,-2.6,/,34.1,/,-1.9
CCc1ccc(-n2c(SCc3c(C)noc3C)nnc2-c2ccncc2)cc1,17.5,-3.0,9.8,6.0,/,-11.8,/,-1.9
# Additional entries follow:
SMILES,PGC1a acetyl inh,PglD DTNB,GSIS activator,miR-122 sensor,FN deposition inh,Statin myotox sup,F508del corr,Cneo AK release
Cc1noc(C)c1NC(=O)Nc1ccc2c(c1)C(=O)N([C@H](C)CO)C[C@@H](C)[C@H](CN(C)C)OCCCC[C@@H](C)O2,1.3,4.7,8.0,-4.6[16.7 µM],/,18.3,-1.1,40.4
CCOc1cccc(=O)c2c(C)oc(C)c12,4.6,-3.0,2.6,/,/,4.5,4.3,-0.9
COc1ccc(Nc2nnc(SCC(=O)Nc3ccc4[nH]c(=O)[nH]c4c3)s2)cc1,/,6.1,-3.5,2.0,-5.0,1.1,1.3,-1.2
COc1cc(C(=O)NNC(=O)C2CC2)cc(OC)c1OC,-1.2,4.4,6.8,1.4,-3.3,5.0,-0.6,1.3
O=C(Nc1ccccc1)N[C@H]1CC[C@@H](CCNS(=O)(=O)c2cccc(F)c2)O[C@H]1CO,12.9,0.1,-16.0,/,/,5.9,1.8,0.3
O=C(C[C@@H]1CC[C@@H]2[C@H](COC[C@H](O)CN2C(=O)Nc2cccc(Cl)c2)O1)N1CCCCC1,2.4,2.5,-16.7,-2.8[16.7 µM],-3.5,5.7,-0.2,-6.6
O=C(/C=C/c1ccccc1Cl)NCCc1ccc(F)cc1,0.5,2.0,-11.8,1.7,0.8,-8.6,/,2.3
CCCCOP(=O)(c1ccc(N(C)C)cc1)C(O)c1ccc(N(C)C)cc1 (stereo unspecified),-2.9,9.3,3.5,2.9,/,0.5,-0.4,4.9
O=C(COC(=O)/C=C/c1ccccc1)NC(=O)NCc1ccccc1,1.4,-4.9,-12.2,-6.6,-5.6,16.4,-1.4,-1.4
COc1ccc(C(=O)NCC(=O)N2CCN(c3ccccc3)CC2)cc1,/,3.0,4.7,/,6.1,-1.9,-0.4,-0.9
COc1ccc(-n2c(C)nc3cc(C(=O)NCCN4CCOCC4)ccc32)cc1,6.2,-5.6,21.9,-0.1,/,-39.4,/,-1.1
CN(CC(=O)Nc1cc(S(=O)(=O)N2CCCC2)ccc1Cl)Cc1nc2ccccc2c(=O)[nH]1,-4.4,-3.2,13.6,7.3,6.2,4.7,-0.5,-0.5
COc1ccc(OC)c(C(O)c2nc3ccccc3n2C)c1 (stereo unspecified),/,-2.4,4.0,/,4.4,5.3,-2.2,-7.1
COc1ccccc1CN1C(=O)c2ccccc2C1C(=O)NC1CCC(C)CC1 (stereo unspecified),-8.4,/,-33.6,/,-3.8,/,-2.5,/
CCOC(=O)N1CCN(c2c(N3CCc4ccccc43)c(=O)c2=O)CC1,4.0,9.2,19.5,-12.4,-0.9,-1.4,1.0,0.9
CCCNCC(=O)Nc1cccc(S(=O)(=O)NC2=NCCCCC2)c1,-0.8,3.2,4.4,0.1,-3.9,-3.8,0.0,0.2
Cc1sc2nc(SCCN(C)C)n(-c3ccccc3)c(=O)c2c1-c1ccc(F)cc1,/,5.0,-54.9,-3.8,3.5,-54.3,-1.3,2.4
CCCC(=O)n1nc(-c2ccc(OC)cc2)nc1N,-25.1,6.1,/,2.8,/,-6.5,/,2.6
C[C@@H]1CN([C@H](C)CO)C(=O)c2cc(NS(=O)(=O)c3cn(C)cn3)ccc2O[C@@H](C)CCCCO[C@@H]1CN(C)S(=O)(=O)c1ccc(F)cc1,1.3,4.7,-1.5,11.6[16.7 µM],-0.3,/,0.8,0.0
Cn1nc(C(=O)NNC(=O)c2ccc(Cl)c(S(N)(=O)=O)c2)c2ccccc2c1=O,2.7,6.0,-0.2,-0.4,1.0,24.6,3.8,2.1
CCN1CCN(c2nc3ccccc3nc2C(C#N)S(=O)(=O)c2ccc(C)cc2)CC1 (stereo unspecified),-0.6,7.5,/,-3.7,5.1,23.6,/,-1.0
O=C1CC(N2CCSCC2)C(=O)N1c1cccc(Cl)c1 (stereo unspecified),-9.0,/,-2.4,/,7.6,/,4.3,/
C[C@@H]1CN([C@@H](C)CO)C(=O)c2cccc(NC(=O)C3CCOCC3)c2O[C@@H]1CN(C)Cc1ccc(Cl)c(Cl)c1,-3.0,-0.3,-11.0,6.0[16.7 µM],/,-4.6,0.0,46.5
O=C(Cc1c(O)c2ccccc2[nH]c1=O)NCc1cccc(F)c1,-2.9,-5.3,5.5,-12.3,/,0.4,0.3,0.1
CO[C@H](CN(C)S(=O)(=O)c1ccc(C)cc1)[C@@H](C)CN(C(=O)Nc1ccccc1F)[C@@H](C)CO,-0.6,-0.4,-0.1,/,-3.4,6.9,0.9,-1.9

# Arranged by molecular weight (descending): part of the list above.
SMILES,PGC1a acetyl inh,PglD DTNB,GSIS activator,miR-122 sensor,FN deposition inh,Statin myotox sup,F508del corr,Cneo AK release
CO[C@H](CN(C)S(=O)(=O)c1ccc(C)cc1)[C@@H](C)CN(C(=O)Nc1ccccc1F)[C@@H](C)CO,-0.6,-0.4,-0.1,/,-3.4,6.9,0.9,-1.9
O=C(Nc1ccccc1)N[C@H]1CC[C@@H](CCNS(=O)(=O)c2cccc(F)c2)O[C@H]1CO,12.9,0.1,-16.0,/,/,5.9,1.8,0.3
CCN1CCN(c2nc3ccccc3nc2C(C#N)S(=O)(=O)c2ccc(C)cc2)CC1 (stereo unspecified),-0.6,7.5,/,-3.7,5.1,23.6,/,-1.0
COc1ccc(Nc2nnc(SCC(=O)Nc3ccc4[nH]c(=O)[nH]c4c3)s2)cc1,/,6.1,-3.5,2.0,-5.0,1.1,1.3,-1.2
O=C(Cc1c(O)c2ccccc2[nH]c1=O)NCc1cccc(F)c1,-2.9,-5.3,5.5,-12.3,/,0.4,0.3,0.1
COc1cc(C(=O)NNC(=O)C2CC2)cc(OC)c1OC,-1.2,4.4,6.8,1.4,-3.3,5.0,-0.6,1.3

# Continued.
SMILES,PGC1a acetyl inh,PglD DTNB,GSIS activator,miR-122 sensor,FN deposition inh,Statin myotox sup,F508del corr,Cneo AK release
O=C(COc1ccc(-n2cnnn2)cc1)Nc1ccccc1Cl,/,-4.4,2.2,/,6.5,6.5,1.1,-1.9
C[C@@H]1CCCCO[C@H](CN(C)C(=O)Nc2ccc(F)cc2)[C@@H](C)CN([C@H](C)CO)C(=O)c2cc(NC(=O)c3ccncc3)ccc2O1,13.6,0.6,12.6,8.1[16.7 µM],0.8,/,-0.7,-1.9
CCOc1ccc(NS(=O)(=O)c2ccc(NS(C)(=O)=O)cc2)cc1,5.7,0.2,/,13.8,/,-4.9,/,-1.1
CC(=O)Nc1cc(C(F)(F)F)ccc1Oc1cccc(Br)c1,1.3,-5.2,/,0.2,/,8.7,/,-6.4
COc1ccccc1NC(=O)c1ccc2[nH]c(C)c(C)c2c1,-14.0,-4.2,22.4,-2.6,/,-17.6,-4.1,-3.5
COC(=O)C1CCN(S(=O)(=O)c2cn(C)c(=O)n(C)c2=O)CC1,-1.3,0.3,/,2.8,-5.7,0.2,-1.5,3.5
CC(OC(=O)CN(C)S(=O)(=O)c1ccc(Cl)cc1)C(=O)Nc1ncc(Cl)cc1Cl (stereo unspecified),-8.3,2.4,/,-5.2,/,-1.0,/,0.6
